NPY-Y2 PAM-ag = potentiates or activates human NPY-Y2 receptor; P49146; cells expressing NPY-Y2, potentiator/agonist read-out; activation, % at 3.6 µM; hit rate 0.45% among 220,000; in the data active = activation above about 27%;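 note: cells stimulated with NPY near EC25 plus isoproterenol at EC100; 0% = vehicle plus submaximal agonist and 100% = vehicle plus saturating agonist; some results beyond the cut were filed as inactive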
NCF1 inh = blocks human p47phox regulatory protein of NADPH oxidases | hit rate 0.53% among 220,000 | inhibition, % at 24.7 µM | AID 1274 | p47phox/p22phox peptide binding, fluorescence polarization, 2 h;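 active = inhibition above about 30%, limit read from the data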;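 note: 0% = p47phox with labelled peptide and 100% = labelled peptide alone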
Target sequence (P14598 whole entry, looked up): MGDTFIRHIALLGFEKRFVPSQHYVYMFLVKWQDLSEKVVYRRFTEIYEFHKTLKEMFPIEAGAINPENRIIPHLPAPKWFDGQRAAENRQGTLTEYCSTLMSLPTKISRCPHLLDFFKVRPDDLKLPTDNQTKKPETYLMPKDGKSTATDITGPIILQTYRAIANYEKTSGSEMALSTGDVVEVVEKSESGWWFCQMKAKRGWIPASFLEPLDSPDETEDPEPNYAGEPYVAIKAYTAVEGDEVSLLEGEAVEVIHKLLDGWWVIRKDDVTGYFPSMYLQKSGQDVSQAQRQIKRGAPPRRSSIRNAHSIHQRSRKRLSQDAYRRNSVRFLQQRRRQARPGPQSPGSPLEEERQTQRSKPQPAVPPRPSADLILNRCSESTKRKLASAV
NPY Y1 blocker = blocks the human neuropeptide Y Y1 receptor; P25929; HEK293-CNG Y1 cells, membrane potential fluorescence; NPY at EC95, then isoproterenol; inhibition, % at 3.6 µM; hit rate 1% among 200,000;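 active = inhibition above the campaign mean inhibition of all tested compounds plus 3 SD, cut at about 20% in these data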;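 note: 0% = DMSO wells given NPY plus isoproterenol and 100% = isoproterenol alone without NPY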
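Material: Y1- and CNG-channel-expressing HEK293 cells / Probe or stimulus: NPY 25 nM then isoproterenol 1 µM plus Ro 20-1724 25 µM / Doses: 3.6 µM single dose, DMSO 0.4% / Schedule: compound incubation 1 h at room temperature, readout 45 min post-stimulation / Signal: membrane potential fluorescence / Benchmarks: isoproterenol-only wells as full block versus NPY-plus-isoproterenol wells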
S1P4 ag = activates the human S1P4 receptor | S1P4-expressing cell line, agonist reporter assay | AID 1509 | activation, % at 4.98 µM | hit rate 0.35% among 220,000; in the data active = activation above about 11%;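 note: 0% = DMSO vehicle and 100% = reference agonist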
Target sequence (O95977 whole entry, looked up): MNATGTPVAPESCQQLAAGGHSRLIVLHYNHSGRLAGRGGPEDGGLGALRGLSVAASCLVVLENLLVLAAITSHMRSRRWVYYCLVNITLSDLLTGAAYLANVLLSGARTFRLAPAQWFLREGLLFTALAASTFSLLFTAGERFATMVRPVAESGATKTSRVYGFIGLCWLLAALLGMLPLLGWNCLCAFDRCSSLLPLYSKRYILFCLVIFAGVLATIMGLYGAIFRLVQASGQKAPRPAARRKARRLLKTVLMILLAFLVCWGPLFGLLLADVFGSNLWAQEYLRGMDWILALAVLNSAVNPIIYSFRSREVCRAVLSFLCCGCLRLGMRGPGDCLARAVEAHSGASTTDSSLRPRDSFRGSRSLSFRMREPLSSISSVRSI
CHOP inh = inhibitors of CHOP induction in ER stress response; CHO-K1 CHOP-promoter luciferase, tunicamycin-induced, 15-18 h; inhibition, % at 10 µM; hit rate 3.8% among 220,000;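 active = compounds that reduced the stress-induced luciferase reporter signal by more than about 70% of percent inhibition, limit read from the data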;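 note: 0% = tunicamycin plus vehicle and 100% = wells without tunicamycin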
BaF3 parental = parental Ba/F3 viability inhibition as JAK2V617F counter-screen. hit rate 1.1% among 220,000. CellTiter-Glo ATP luminescence. inhibition, % at 5.6 µM. AID 1486;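 active = inhibition above a per-campaign cutoff, the mean inhibition of all tested compounds plus 3 SD, cut at about 27% in these data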;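 note: 0% = DMSO wells and 100% = JAK Inhibitor I control wells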
S1P4 antag = blocks the human S1P4 receptor; S1P4-expressing cells, antagonist mode, reporter read-out; hit rate 0.26% among 220,000; inhibition, % at 4.98 µM; O95977; AID 1510; in the data active = inhibition above about 29%;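 note: 0% = wells stimulated with agonist and 100% = vehicle wells without agonist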
NPY-Y1 PAM-ag = potentiators or agonists of human neuropeptide Y receptor Y1; hit rate 0.37% among 220,000; NPY-Y1 expressing cells, potentiator/agonist activation; AID 1304; P25929; activation, % at 3.6 µM; in the data active = activation above about 33%, passing the limit was not always enough;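 note: cells stimulated with NPY at EC10 then isoproterenol at EC100; 0% = low agonist plus stimulus and 100% = saturating agonist plus stimulus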
Ba/F3 V617F tox = reduce viability of Ba/F3 cells dependent on JAK2V617F | Ba/F3 EpoR-JAK2V617F viability, ATP luminescence | AID 1446 | inhibition, % at 5.6 µM | hit rate 1.1% among 220,000;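 active = inhibition above the campaign mean plus 3 SD over all tested compounds, cut at about 24% in these data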;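 note: cytokine-independent growth of Ba/F3 cells driven by EpoR plus mutant JAK2; 0% = DMSO-treated cells and 100% = JAK inhibitor I control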
Numbers without * were called inactive; nt = not tested or not shown.

nr	SMILES	NPY-Y2 PAM-ag	NCF1 inh	NPY Y1 blocker	S1P4 ag	CHOP inh
1	O=C(O)c1ccc(N/N=C/c2ccc(-c3ccc(Cl)cc3Cl)o2)cc1	34	-21	nt	16*	1
2	C(=N\Nc1nc2ccccc2[nH]1)/c1ccc2ncccc2c1	-12	-39	nt	0.9	1
3	CCC(OC(=O)c1cccs1)C(=O)NCc1ccc2c(c1)OCO2 (stereo not given)	-4	-6	8	-0.9	31
4	CCSc1nnc(NC(=O)[C@@H](NC(=O)c2cccc(C)c2)C(C)C)s1	17	-3	5	-1.3	12
5	COc1ccc2[nH]cc(CCN3C(=O)CCC3=O)c2c1	-10	-10	1	-1.9	1
6	O=C(CCCC(=O)N(c1ccc2c(c1)OCCO2)C(C(=O)NC1CCCCC1)c1ccc(F)cc1)Nc1ccccn1 (stereo not given)	-13	-2	1	-0.3	18
7	Cc1nn(-c2ccccc2)c(Cl)c1/C=C(\C#N)C(=O)NC(C)C	14	1	-3	0.5	-12
8	O=C(NN=C1CCN(Cc2ccccc2)CC1)C(O)c1ccccc1 (stereo not given)	9	-4	-3	1.0	16
9	N=C1C(c2ccc(Br)cc2)=C(O)C2CCc3ccccc3N12 (stereo not given)	21	-18	-5	1.1	-36
10	COC(=O)c1ccccc1NC(=O)Nc1ccc(Br)cn1	7	-2	1	2.9	-2

nr	BaF3 parental	S1P4 antag	NPY-Y1 PAM-ag	Ba/F3 V617F tox
1	13	-10	16	30*
2	96*	6	-46	90*
3	3	12	-15	0
4	1	-14	-19	-4
5	6	-4	-6	-1
6	6	-24	-7	0
7	2	2	-1	-3
8	-1	-27	6	-3
9	7	-6	36	6
10	1	-23	8	-1

Reprinted from the part before: 4 compounds; new compounds follow.
nr	SMILES	NPY-Y2 PAM-ag	NCF1 inh	NPY Y1 blocker	S1P4 ag	CHOP inh
7	Cc1nn(-c2ccccc2)c(Cl)c1/C=C(\C#N)C(=O)NC(C)C	14	1	-3	0.5	-12
8	O=C(NN=C1CCN(Cc2ccccc2)CC1)C(O)c1ccccc1 (stereo not given)	9	-4	-3	1.0	16
9	N=C1C(c2ccc(Br)cc2)=C(O)C2CCc3ccccc3N12 (stereo not given)	21	-18	-5	1.1	-36
10	COC(=O)c1ccccc1NC(=O)Nc1ccc(Br)cn1	7	-2	1	2.9	-2
11	COC(=O)c1[nH]c(C)c(/C(O)=C2\C(=O)C(=O)N(CCCN3CCOCC3)C2c2ccccn2)c1C (stereo not given)	5	-23	0	0.2	4
12	CS(=O)(=O)N(CC(=O)Nc1ccc2c(c1)OCO2)Cc1ccccc1	-12	-2	8	1.7	66
13	COc1ccc(C2=Nc3nc(-c4ccccc4)cn3C(c3ccc(OC)cc3)C2)cc1 (stereo not given)	0	-60	3	-1.7	11
14	Cc1cccc(C)c1NC(=S)N(CCN(C)C)C(C)c1cccnc1 (stereo not given)	1	-9	8	3.2	8
15	N=c1c(-c2nc3ccccc3[nH]2)cc(C(=O)c2cccs2)nn1-c1ccc(Cl)cc1	43*	nt	-9	1.4	nt
16	O=C(Nc1ccc(F)cc1F)N1CCN(CCc2ccccc2)CC1	-5	-7	nt	-0.2	3
17	Cc1ccc2c(c1)C(=O)OC1(O)C3C4C=CC(C4)C3C(=O)N21 (stereo not given)	-25	-2	nt	1.5	12
18	CCCc1cc(=O)n(-c2nc3ccccc3s2)[nH]1	0	-20	nt	1.2	65
19	Cc1ccc(SCC(=O)NCCCc2ccccc2)cc1	0	-12	10	0.8	16
20	NC(=O)c1ccsc1NC(=O)c1ccc(S(=O)(=O)N2CCCCC2)cc1	1	-38	4	-0.3	35

nr	BaF3 parental	S1P4 antag	NPY-Y1 PAM-ag	Ba/F3 V617F tox
7	2	2	-1	-3
8	-1	-27	6	-3
9	7	-6	36	6
10	1	-23	8	-1
11	-1	-15	9	-1
12	3	-9	-18	3
13	8	10	0	2
14	5	-8	-2	-2
15	4	-14	48*	-4
16	-2	-10	-12	-2
17	-1	-7	5	0
18	-1	-12	11	-2
19	0	3	-8	-1
20	10	-13	5	0

Following part
nr	SMILES	NPY-Y2 PAM-ag	NCF1 inh	NPY Y1 blocker	S1P4 ag	CHOP inh
21	CCn1c(=O)cc(OCC(=O)Nc2nc(C)cs2)c2ccccc21	-3	4	3	1.9	14
22	O=C(Cn1c2c(sc1=O)C1c3ccccc3OCC1CS2)Nc1ccc(Cl)cc1 (stereo not given)	-4	-57	12	0.4	32
23	O=C(O)CCCCCN1C(=O)c2ccc(C(=O)O)cc2C1=O	-11	-13	1	0.0	14
24	COc1cc(NC(=O)CCc2ccccc2)c(C(=O)O)cc1OC	-13	-6	10	-0.5	-14
25	Cc1ccc(-c2nnc(SCC(=O)Nc3ccc4c(c3)OCCO4)n2N)cc1	-18	-9	9	3.1	38
26	CCOC(=O)C1CCCN(C(=O)c2sc3nc(-c4ccc(OC)cc4)cn3c2C)C1 (stereo not given)	-3	-10	3	-0.8	-1
27	Cc1cccc(NC(=O)c2cc(S(=O)(=O)c3ccccc3)ccc2Cl)c1	-14	-3	0	2.3	-10
28	CCOc1ccccc1C1CC(=O)NC(SCC(=O)Nc2nccs2)=C1C#N (stereo not given)	3	-11	1	-2.5	21
29	O=C(NC1CCSC1)c1cccc(Cl)c1 (stereo not given)	11	-6	nt	-1.2	-18
30	CCn1c(=N)n(CC(O)c2ccccc2)c2ccccc21 (stereo not given)	3	10	0	0.1	0

nr	BaF3 parental	S1P4 antag	NPY-Y1 PAM-ag	Ba/F3 V617F tox
21	1	16	-7	-2
22	6	-4	-6	0
23	-3	-3	4	-4
24	2	-3	-10	-2
25	0	-18	-2	1
26	2	-7	-30	0
27	3	1	-22	-2
28	3	6	12	-1
29	5	2	10	-2
30	4	3	-25	4

Carrying on.
nr	SMILES	NPY-Y2 PAM-ag	NCF1 inh	NPY Y1 blocker	S1P4 ag	CHOP inh
31	CC(OC(=O)C1CC=CCC1C(N)=O)C(Cl)=C(Cl)Cl (stereo not given)	-4	-13	1	0.0	-16
32	COc1ccc(NC(=O)Cn2c3ccccc3c3nc4n(c(=O)c32)CCS4)cc1	-5	0	3	0.1	43
33	Cc1cc(C)c(C(=O)Nc2ccc(S(=O)(=O)Nc3onc(C)c3C)cc2)c(C)c1	1	-7	2	4.2	-1
34	[O-]c1c[n+](-c2ccccc2)no1	-20	-6	nt	-0.9	-13
35	Cc1ccc(-c2cc(-c3ccccc3Cl)[nH]n2)c(O)c1	17	-11	-4	2.1	-23
36	Cc1cc(Nc2ccc3ccccc3c2)n2ncnc2n1	0	-4	-2	-0.1	47
37	C=CCN(c1ccc(C(=O)Nc2ccc(C)c(C)c2)cc1)S(C)(=O)=O	8	-7	-1	-1.4	37
38	S=C(NCC(c1ccco1)N1CCCC1)Nc1ccccc1 (stereo not given)	-19	-5	-3	-0.7	4
39	Cc1ccccc1NC(=O)CSc1nnc(Cc2cccn2C)n1-c1ccc(F)cc1	8	-5	-2	1.8	14
40	O=C(CN(CCO)c1ccccc1)NC12CC3CC(CC(C3)C1)C2	-7	3	2	-0.5	-20

nr	BaF3 parental	S1P4 antag	NPY-Y1 PAM-ag	Ba/F3 V617F tox
31	6	-19	-8	2
32	8	7	-9	1
33	0	9	26	-1
34	1	3	31	-3
35	7	13	13	3
36	9	-1	1	-1
37	5	3	5	-3
38	7	-3	18	-1
39	5	-3	18	-1
40	6	2	0	4

A draw from above in order of count of non-hydrogen atoms, highest first:
nr	SMILES	NPY-Y2 PAM-ag	NCF1 inh	NPY Y1 blocker	S1P4 ag	CHOP inh
33	Cc1cc(C)c(C(=O)Nc2ccc(S(=O)(=O)Nc3onc(C)c3C)cc2)c(C)c1	1	-7	2	4.2	-1
36	Cc1cc(Nc2ccc3ccccc3c2)n2ncnc2n1	0	-4	-2	-0.1	47
35	Cc1ccc(-c2cc(-c3ccccc3Cl)[nH]n2)c(O)c1	17	-11	-4	2.1	-23
31	CC(OC(=O)C1CC=CCC1C(N)=O)C(Cl)=C(Cl)Cl (stereo not given)	-4	-13	1	0.0	-16
34	[O-]c1c[n+](-c2ccccc2)no1	-20	-6	nt	-0.9	-13

nr	BaF3 parental	S1P4 antag	NPY-Y1 PAM-ag	Ba/F3 V617F tox
33	0	9	26	-1
36	9	-1	1	-1
35	7	13	13	3
31	6	-19	-8	2
34	1	3	31	-3

More compounds follow:
nr	SMILES	NPY-Y2 PAM-ag	NCF1 inh	NPY Y1 blocker	S1P4 ag	CHOP inh
41	N#Cc1c(C(F)(F)F)cc(-c2ccccc2)nc1SCc1nc(N)nc(N2CCOCC2)n1	2	-24	0	1.3	39
42	Cc1ccc2[nH]c(=O)c(CN(CC3CCCO3)S(=O)(=O)c3cccc4nsnc34)cc2c1 (stereo not given)	16	2	1	-0.3	34
43	O=C(Nc1ccc(Oc2ccc(Cl)cc2)cc1)c1ncn[nH]1	9	-9	-2	2.5	46
44	N#Cc1nc(Cc2cccc3ccccc23)oc1NCC1CCCO1 (stereo not given)	4	1	-1	0.3	25
45	CCC(=O)N1CCN(c2nc(C)nc3sc(C)c(C)c23)CC1	-8	7	4	-0.4	18
46	Cc1cc(C)n(C(=O)CCCCCCCC(=O)n2nc(C)cc2C)n1	-7	-4	1	2.6	36
47	O=C(c1cccs1)N(Cc1cccc(Cl)c1)C1CCS(=O)(=O)C1 (stereo not given)	2	1	3	0.4	-15
48	O=C(CNCC1CCCO1)Nc1ccccc1-n1cccc1 (stereo not given)	-1	0	0	-1.7	26
49	O=C(Nc1ccc(Br)cc1)c1ccc(F)c(S(=O)(=O)N2CCN(c3ccccn3)CC2)c1	5	0	7	0.1	66
50	CCN(CC)C(=O)c1cncc(C(=O)N(CC)CC)c1-c1ccccc1	8	-18	-3	-0.1	50

nr	BaF3 parental	S1P4 antag	NPY-Y1 PAM-ag	Ba/F3 V617F tox
41	1	-4	3	0
42	4	-24	18	1
43	4	-19	10	-4
44	8	-5	1	0
45	13	5	22	-1
46	-1	-9	1	2
47	2	-11	-2	-1
48	1	-9	14	-2
49	6	-4	-13	2
50	6	-25	6	0

Further compounds
nr	SMILES	NPY-Y2 PAM-ag	NCF1 inh	NPY Y1 blocker	S1P4 ag	CHOP inh
51	O=C(O)c1cc(Cl)c2c(c1)[C@@H]1C=CC[C@@H]1[C@H](c1ccc(S(=O)(=O)N3CCOCC3)cc1)N2	19	-8	0	-0.4	-25
52	COc1cc(C(=O)Nc2cc(Cl)ccc2C)c(-n2cnnn2)cc1OC	1	14	1	-5.0	16
53	Nc1nnc(CC(=O)N/N=C/c2cc([N+](=O)[O-])cc(Br)c2O)s1	-14	3	6	0.8	6
54	CCOC(=O)CNC(=O)c1cccnc1	-12	-1	-4	-0.7	-25
55	CCCc1ccc(C#N)c(SC2CC(=O)N(c3ccc(OC)cc3)C2=O)n1 (stereo not given)	4	-10	-1	-0.9	-3
56	CC(=O)NC(NC(C)=O)c1cccc(OCc2ccccc2)c1	6	-5	-3	1.2	27

nr	BaF3 parental	S1P4 antag	NPY-Y1 PAM-ag	Ba/F3 V617F tox
51	2	-10	22	-3
52	-1	2	8	-4
53	0	-3	-2	0
54	3	-8	-7	-3
55	5	-2	3	1
56	2	-4	-5	0

High-throughput results from PubChem BioAssay.
